# Hep lipid drop = modulators of hepatic lipid droplet formation; AID 1656; 240,000 compounds, 0.4% hits; AML12 mouse hepatocytes, oleate lipid droplets, BODIPY imaging; inhibition, % at 6.5 µM;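 active = lipid droplet intensity inhibited by at least 50%, with more than 500 cells counted; inconclusive = wells with under 300 cells, treated as cytotoxic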
#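 Assay system: AML12 hepatocytes (mouse) / Also added: 100 µM oleic acid challenge / Times: overnight treatment with compound plus oleate / Detection: high-content imaging of BODIPY-stained droplets and DAPI nuclei / Evaluation: % inhibition of lipid droplet signal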
# T cell modulator = T cell immune modulators affecting CD8 T cell-vesicle binding. calls only at 7 µM. 2C CD8+ T cell-vesicle binding, flow cytometry; stronger effect = lower value. 330,000 compounds, 0.068% hits;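 active = response, share of CD8 T cells binding vesicles, and their 90th percentile fluorescence all below set limits, cut at about 80% in these data, passing the limit was not always enough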
#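 Benchmarks: naked versus QL9-loaded vesicles / Assay system: purified 2C TCR transgenic mouse naive CD8+ T cells / Technique: high-throughput flow cytometry with anti-B7-1 and anti-CD8 staining / Timing: Cell–vesicle co-incubation 1.5 h at 37 °C, staining 20 min on ice / Read-out: percent CD8+ FL2 mean versus row control / Probe or stimulus: QL9-loaded Drosophila micro-vesicles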
# GPR55 activation = GPR55 agonists via beta-arrestin recruitment, primary screen, imaging, U2OS cells, beta-arrestin-GFP redistribution (AID 1961); U2OS GPR55 beta-arrestin-GFP redistribution imaging; higher % means a stronger effect; one-dose activation, % at 10 µM; EC50 in µM for titrated hits; 290,000 compounds, 0.048% hits;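 active = activation above 40% with more than 50 cells counted in the well; inconclusive = wells holding fewer than 50 cells, flagged as toxic or sparse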;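 note: U2OS osteosarcoma cells stably expressing GPR55 and beta-arrestin-GFP; plate controls were DMSO negative control for no effect and LPI positive control for full effect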
# Rac1 GTP hydrolysis = MgcRacGAP GTPase-activating activity inhibitors, confirmation, biochemical, ADP Hunter fluorescence; MgcRacGAP-stimulated Rac1 GTP hydrolysis, ADP Hunter fluorescence; higher % means a stronger effect; GST-tagged Rac1 F28L mutant substrate; one-dose inhibition, % at 30 µM; IC50 in µM for titrated hits; 340,000 compounds, 0.6% hits; AID 624330;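 active = first-screen hits whose inhibition reached a set limit at any dose in the follow-up dose series; inconclusive = inhibition above the set first-screen limit but never retested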;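 note: fluorescence reports GDP produced by GAP-driven GTP hydrolysis; strong numbers were not always called active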
# Large T inhibition = SV40 large T antigen inhibitors, biochemical (AID 1903) | inhibition, % at 20 µM; hits with a dose series show IC50 in µM | SV40 large T antigen ATPase/helicase inhibition assay; higher % means a stronger effect | 310,000 compounds, 0.39% hits; in the data active = a potency from the dose series; inconclusive = inhibition mostly from about 32% at the one dose, without a potency; inactive = the rest, 99 in 100 with inhibition below about 32%; note: strong numbers were not always called active
# GPR55 LPI antagonism = inhibition of LPI-stimulated GPR55 beta-arrestin translocation – imaging, U2OS, beta-arrestin-GFP, LPI agonist, primary screen (AID 2013) | 290,000 compounds, 0.13% hits | inhibition, % at 10 µM; hits with a dose series show IC50 in µM | U2OS GPR55 beta-arrestin-GFP translocation imaging, LPI antagonism; higher % means a stronger effect;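 active = spots per cell inhibited over 60%, with over 100 cells counted and total cytoplasm intensity under 500,000; inconclusive = wells with under 100 cells, flagged as likely toxic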;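 note: U2OS cells stably carrying GPR55 and arrestin-GFP stimulated by 5 µM LPI near EC80; imaged beta-arrestin-GFP aggregate spots per cell after agonist stimulation; plate controls were LPI-stimulated DMSO wells for no effect and DMSO wells without LPI for full effect; some results filed as inactive read as strong as hits; confirmed hits need IC50 under 10 µM and bright autofluorescent wells are also inconclusive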
# GPR35 arrestin U2OS = inhibition of zaprinast-stimulated GPR35 beta-arrestin translocation – imaging, U2OS, beta-arrestin-GFP, zaprinast agonist, primary screen (AID 2058); U2OS GPR35 beta-arrestin-GFP translocation imaging, zaprinast antagonism; higher % means a stronger effect; inhibition, % at 10 µM, or IC50 in µM where a hit was titrated; 290,000 compounds, 0.052% hits;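 active = inhibition of at least 50% with at least 30 cells and total cytoplasm GFP at most 10,000,000; inconclusive = under 30 cells or total GFP of 10,000,000 plus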
# NTR1 agonist = agonists of NTR1, primary screen, imaging, U2OS cells, beta-arrestin-GFP, high content (AID 493036). P30989. NTR1-U2OS beta-arrestin-GFP spot imaging, agonist mode. activation, % at 20 µM. 330,000 compounds, 0.17% hits;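 active = activation at or above 40% of the spot to cytoplasm intensity ratio, with at least 20 cells analyzed; inconclusive = wells under 20 cells, flagged as cytotoxic or low count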;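 note: 0% = DMSO without peptide and 100% = 100 nM NTR1 peptide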
# Target sequence (P30989 whole entry, looked up): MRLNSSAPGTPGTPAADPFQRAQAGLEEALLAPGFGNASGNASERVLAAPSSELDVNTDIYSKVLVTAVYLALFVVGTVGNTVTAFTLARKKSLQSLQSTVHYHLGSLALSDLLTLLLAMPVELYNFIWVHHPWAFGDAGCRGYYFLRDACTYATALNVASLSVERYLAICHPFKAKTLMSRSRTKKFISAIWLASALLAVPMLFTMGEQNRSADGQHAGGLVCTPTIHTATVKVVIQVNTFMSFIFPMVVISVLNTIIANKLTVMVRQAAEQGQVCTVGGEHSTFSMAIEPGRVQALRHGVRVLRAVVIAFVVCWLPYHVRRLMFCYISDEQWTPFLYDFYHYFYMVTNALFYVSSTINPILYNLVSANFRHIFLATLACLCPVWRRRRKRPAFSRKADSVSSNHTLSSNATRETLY
# LYP phosphatase = PTPN22 lymphoid phosphatase activity blockers – biochemical, fluorescence intensity, uHTS (AID 1779). recombinant LYP phosphatase, fluorescence intensity; higher % means a stronger effect. one-dose inhibition, % at 11.5 µM; IC50 in µM for titrated hits. 290,000 compounds, 0.054% hits; in the data active = inhibition above about 50%;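 note: plate controls were vehicle with enzyme for no effect and no enzyme for full effect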
# Hep lipid drop cells 6.5 µM = recorded beside Hep lipid drop, whose call it bears; cell count; measured here: cell count, cytotoxicity flag;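 cells counted across two imaged fields per well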
# T cell modulator vesicle-bound % = also measured in T cell modulator; calls as there; double positive events, %; measured here: CD8+ vesicle-bound cell fraction;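 binding gate set so that unloaded-vesicle control wells show 10% double positive cells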
# NTR1 agonist cell count 20 µM = second read-out of NTR1 agonist, no call of its own (marks repeat the call); cell count; measured here: cell count, cytotoxicity flag
# * = called active by the depositor; i = inactive; u = inconclusive; x = not tested or not shown. Compounds as they come, and some 1.8% of all compounds hit somewhere here.
SMILES	NTR1 agonist	NTR1 agonist cell count 20 µM	Hep lipid drop	T cell modulator vesicle-bound %	LYP phosphatase	GPR55 LPI antagonism	T cell modulator	Rac1 GTP hydrolysis	Large T inhibition	GPR35 arrestin U2OS	Hep lipid drop cells 6.5 µM	GPR55 activation
COc1cccc(N2C(=O)Nc3ccc(Br)cc3C2(O)C(=O)NCCCOC(C)C)c1 (centres undefined)	0.9	64	x	38.3	-10.4%	17.3%	i	8.7%	3.9%	-9.8%	x	0.7%
CCC/C(=N\NC(=O)C1CCCC1)c1ccccc1	1.3	97	24.6	6.7	-10.3%	12.6%	i	5.7%	14.0%	-5.9%	840	-0.1%
COCCCn1c(=S)[nH]c2sc3c(c2c1=O)CCCS3	3.7	46	-2.8	40.9	-1.9%	-0.4%	i	7.4%	30.4%	-17.8%	725	-0.3%
O=C(CNC(=O)c1cccs1)N/N=C/c1cccc(Cl)c1	-0.7	54	-0.1	23.8	-8.0%	-10.4%	i	4.9%	-2.8%	3.3%	658	-0.1%
O=C(Nc1ccccc1)N1CCC(O)(c2cccc(C(F)(F)F)c2)CC1	1.4	53	-17.1	15.4	-8.4%	2.2%	i	2.7%	9.2%	15.0%	765	-0.1%
CCc1ccc(N(CC(=O)NC(C)(C)CC)C(=O)CCC(=O)Nc2nccs2)cc1	1.5	41	-2.2	57.3	-7.6%	3.0%	i	-6.9%	6.3%	6.5%	828	0.2%
Cc1ccc(CCNC(=O)CCn2c(=O)c3cccn3c3ccc(F)cc32)cc1	1.9	69	-20.6	49.9	-9.7%	3.0%	i	12.8%	13.8%	11.5%	759	-0.2%
CCOC(CNc1ncnc2c1cnn2C)OCC	0.4	59	6.5	41.1	-6.4%	3.6%	i	3.9%	2.1%	-1.0%	782	-0.1%
O=C(O)CCNc1ccc(NCCC(=O)O)c2c1C(=O)c1ccccc1C2=O	-1.8	36	-11.8	54.1	-0.7%	-5.4%	i	u	26.7µM*	4.4%	709	0.3%
CC(=O)/C=C1\N(C)c2ccc(C)cc2C1(C)C	3.1	40	-14.0	41.2	-1.4%	9.7%	i	8.6%	4.5%	-2.8%	734	-0.2%
Cc1ccc2nc(Nc3ccc4[nH]c(=O)[nH]c4c3)c(-n3nc(C)cc3C)nc2c1	35.1	43	-0.8	7.8	7.8%	9.4%	i	6.9%	8.9%	-5.5%	730	-0.1%
CCCCNc1n[n+](C)c(-c2cccc(C)c2)s1	x	x	2.9	x	-2.0%	6.2%	x	x	x	0.6%	728	-0.1%
COc1ccc(OC)c(S(=O)(=O)NCc2cc(-c3ccccc3)no2)c1	2.3	62	-3.0	9.3	-2.8%	-4.7%	i	3.7%	-4.9%	1.8%	843	-0.1%
COc1ccc(/C=C2\SC(N)=NC2=O)cc1	-1.6	64	-0.8	60.2	-3.5%	-7.0%	i	3.8%	9.3%	-2.8%	843	0.3%
CCCCCOCC1CC(C/C(C)=N/Nc2nc(-c3ccccc3)cs2)C(=O)O1 (centres undefined)	0.0	47	x	22.4	-7.0%	1.3%	i	12.4%	12.4%	7.9%	x	-0.2%
CC(Cc1ccccc1)NC(=O)c1cc2ccccc2o1 (centres undefined)	1.0	60	7.7	24.5	-6.4%	-2.1%	i	11.2%	-2.9%	16.5%	804	15.2%
O=C(CC(Sc1n[nH]c(-c2ccccc2)n1)c1ccccc1)NCc1ccccc1 (centres undefined)	3.0	67	-4.7	16.8	-5.7%	-0.3%	i	5.3%	1.5%	-5.3%	622	-0.1%
CC(C)(C)NCC(O)COc1ccc(Br)cc1 (centres undefined)	-2.4	63	1.4	48.6	-1.7%	5.3%	i	3.4%	-0.6%	13.9%	695	0.5%
CCC(=O)N1CCc2cc(S(=O)(=O)CCC(=O)NCc3cccc(OC)c3)ccc21	0.4	45	-2.1	36.5	-10.3%	7.6%	i	8.2%	9.8%	-4.3%	681	-0.1%
CNC(=O)C(=O)Nc1cc2c3c(c1)CCN3C(=O)CC2	-0.6	67	21.4	18.3	-8.4%	15.3%	i	4.7%	4.8%	7.9%	811	-0.3%
O=C(NCc1ccccc1)C1CCN(S(=O)(=O)N2CCCCCC2)CC1	-0.9	90	0.5	7.4	-2.9%	-2.3%	i	2.0%	-0.3%	-26.1%	770	-0.1%
CCC(NC(=O)c1oc2ccccc2c1COC)c1ccc(OC)cc1 (centres undefined)	1.3	53	-12.7	21.3	-6.8%	-4.9%	i	-4.2%	3.0%	2.9%	788	0.4%
COc1ccc(F)cc1S(=O)(=O)n1cnc2ccccc21	0.4	67	-14.5	65.0	-12.7%	-1.3%	i	4.5%	1.3%	-4.8%	766	-0.3%
Cn1ccnc1SC(C(=O)O)c1ccccc1 (centres undefined)	-0.3	57	-8.3	37.3	-7.3%	0.2%	i	-3.5%	7.4%	-0.4%	817	-0.1%
O=C(NNC(=O)c1cccs1)c1ccc(Cl)cc1	1.3	71	-2.7	48.8	-3.1%	15.8%	i	6.5%	8.2%	-5.8%	664	0.2%
Cc1ccc(NC(=O)Cn2c(=O)n(Cc3ccco3)c(=O)c3ccccc32)c(C)c1	0.8	82	2.7	34.5	-0.2%	-5.8%	i	8.4%	11.2%	-10.6%	781	-0.1%
OCC1(CCCc2ccccc2)CCN(Cc2cnc(N3CCOCC3)s2)CC1	-0.2	58	8.1	54.4	-4.1%	-2.3%	i	-3.2%	9.6%	-9.5%	723	0.0%
Cn1c(N2CCCC2)nc2c1c(=O)[nH]c(=O)n2C	2.2	62	3.5	60.2	-7.2%	-0.7%	i	10.1%	2.8%	0.6%	858	0.5%
O/N=C1/CCCSc2ccccc21	-1.1	54	x	13.3	-1.3%	-4.0%	i	6.4%	14.3%	20.2%	x	-0.1%
C/C(=N\NC(=O)c1cccnc1)c1ccc(Br)cc1	0.4	56	1.2	37.5	-13.3%	-14.8%	i	5.8%	3.3%	-0.5%	842	0.2%
FC(F)(F)c1ccc(NC(=S)NC2CCCCC2)cc1	5.7	60	-4.0	29.5	-1.5%	7.9%	i	0.8%	10.9%	-19.8%	578	0.2%
CCOc1ccc(OCCn2c(=S)[nH]c3c(N)ncnc32)cc1	-0.1	63	-0.4	47.3	-2.2%	1.9%	i	u	24.5%	16.7%	673	0.0%
CCNC(=O)c1c(C)[nH]c(C(=O)OCC)c1C	1.7	58	10.8	11.0	0.3%	-6.3%	i	2.1%	5.5%	-6.4%	714	0.2%
Nn1c(SCc2ccc(F)cc2)nnc1-c1ccccn1	0.1	42	-12.2	59.1	-9.1%	2.7%	i	x	0.6%	-3.3%	672	0.3%
O=C(CCN1CCOCC1)Nc1ccc(Cl)cc1	1.5	54	-9.6	61.5	-7.6%	-6.8%	i	9.9%	3.7%	1.0%	792	-0.2%
COc1ccc(CNC(=O)c2cc(=O)c3ccccc3o2)cc1	-0.5	93	0.1	52.6	-3.8%	12.6%	i	0.5%	7.8%	-1.2%	404	-0.1%
COc1ccc(N(C(=O)c2cccc(OC)c2OC)C2C=CS(=O)(=O)C2)c(OC)c1 (centres undefined)	1.7	47	1.6	30.7	-0.7%	13.8%	i	-0.1%	0.5%	-2.0%	615	-0.1%
CCOC(=O)CNC(=O)CSc1nnc(-c2ccccc2)c(-c2ccccc2)n1	0.4	27	10.0	50.6	-5.7%	8.0%	i	-0.9%	8.0%	15.2%	715	-0.1%
COc1ccc(OC)c(NC(=O)c2cc(S(=O)(=O)N3CCCC3)cn2C)c1	0.1	98	-17.6	18.0	-8.2%	-7.1%	i	-1.1%	-1.3%	-5.3%	724	-0.1%
S=C1NC[C@H](CC2CCCCC2)N1CCCCC1CCCCC1	7.2	94	2.2	40.1	-2.7%	-1.3%	i	5.5%	9.1%	-4.3%	690	-0.1%
CC(C)(C)Nc1nc(N)nc(Cl)n1	0.1	41	6.1	63.2	3.0%	5.5%	i	6.8%	22.5%	-2.2%	693	-0.1%
O=C(O)c1ccc(NS(=O)(=O)c2cccc(C(=O)Nc3ccc([N+](=O)[O-])cc3)c2)cc1	0.1	61	-9.4	68.3	-9.5%	-4.9%	i	6.2%	9.5%	4.2%	814	0.3%
COc1cccc(C(C(=O)NC(C)(C)C)N(Cc2ccc(F)cc2)C(=O)CCC(=O)Nc2cc(C)on2)c1OC (centres undefined)	1.6	43	-12.0	26.3	-10.8%	-8.6%	i	3.3%	-2.3%	-5.8%	691	0.0%
O=C(CCCN1C(=O)/C(=C/c2ccccc2Cl)SC1=S)NNC(=O)c1ccncc1	2.8	51	0.8	49.1	-4.2%	3.1%	i	6.0%	13.4%	-9.5%	705	-0.2%

# Complete entries from above. Order of screens: NTR1 agonist, NTR1 agonist cell count 20 µM, Hep lipid drop, T cell modulator vesicle-bound %, LYP phosphatase, GPR55 LPI antagonism, T cell modulator, Rac1 GTP hydrolysis, Large T inhibition, GPR35 arrestin U2OS, Hep lipid drop cells 6.5 µM, GPR55 activation
# FC(F)(F)c1ccc(NC(=S)NC2CCCCC2)cc1 is listed with 5.7, 60, -4.0, 29.5, -1.5%, 7.9%, i, 0.8%, 10.9%, -19.8%, 578, 0.2%
# CC(C)(C)NCC(O)COc1ccc(Br)cc1 (centres undefined) is listed with -2.4, 63, 1.4, 48.6, -1.7%, 5.3%, i, 3.4%, -0.6%, 13.9%, 695, 0.5%
